High-throughput results as filed in PubChem.
RmlCD inh 1536 – M. tuberculosis RmlC/RmlD inhibition | P9WH09+P9WH11 | RmlC+RmlD coupled enzyme assay, percent inhibition; primary screen in compound mixtures | inhibition, % at 3.6 µM | 160,000 compounds, 0.03% hits | AID 1533; in the data active = inhibition mostly above about 34%, no sharp cut-off; also: some results filed as inactive read as strong as hits
Target sequence (P9WH09 whole entry, looked up): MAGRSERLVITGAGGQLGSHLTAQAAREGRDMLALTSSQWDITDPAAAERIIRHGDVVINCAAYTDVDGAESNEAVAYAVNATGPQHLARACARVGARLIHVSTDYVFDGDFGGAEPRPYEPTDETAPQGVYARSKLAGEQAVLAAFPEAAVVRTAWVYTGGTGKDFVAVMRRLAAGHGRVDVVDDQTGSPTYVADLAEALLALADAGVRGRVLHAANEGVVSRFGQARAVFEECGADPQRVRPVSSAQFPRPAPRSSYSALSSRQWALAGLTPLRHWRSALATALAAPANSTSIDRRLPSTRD
Target sequence (P9WH11 whole entry, looked up): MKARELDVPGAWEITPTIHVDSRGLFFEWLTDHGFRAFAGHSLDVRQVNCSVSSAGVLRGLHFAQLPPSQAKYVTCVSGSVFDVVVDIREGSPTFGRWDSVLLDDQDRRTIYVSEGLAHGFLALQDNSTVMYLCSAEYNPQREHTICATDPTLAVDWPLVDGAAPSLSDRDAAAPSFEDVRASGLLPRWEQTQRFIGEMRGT
GlmU inhibition – inhibition of mycobacterial GlmU enzyme – biochemical, glucosamine-1-phosphate acetyltransferase (AID 1376). 220,000 compounds, 0.25% hits. M. tuberculosis GlmU acetyltransferase enzyme assay; higher % means a stronger effect. inhibition, %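 (tested at 30 µM in the primary screen)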; hits with a dose series show IC50 in µM; in the data active = inhibition above about 13%;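 also: 0% = complete reaction with vehicle and 100% = reaction without substrate; strong numbers were not always called active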
The depositor's hits bear a star; . = not tested or not shown. Not all compounds are listed; count on the stated rates, not on these rows.

smiles	RmlCD inh 1536	GlmU inhibition
CCOc1ccc(C(=O)NCC(=O)OCC(=O)c2ccc3c(c2)-c2ccccc2C3)cc1	2	-0.6%
Cc1ccc(NC(=O)Nc2nnc(CSCCOc3ccc(Cl)cc3)s2)cc1	.	-1.5%
Cc1ccc(-c2n[nH]c(=O)c3ccccc23)cc1S(=O)(=O)NCCO	.	1.2%
Cc1nc2ccccc2cc1OCc1ccc(Cl)cc1	.	-6.1%
Cc1cc(NC(=O)c2c(-c3c(Cl)cccc3Cl)noc2C)n(C)n1	74	-0.7%
O=C(Nc1ccc(NC(=O)c2cccs2)cc1)c1ccc(Br)o1	-4	-4.1%
O=C(Nc1nc(-c2cccs2)cs1)c1cccc(S(=O)(=O)N2CCCCC2)c1	.	-1.2%
Cc1ccc2[nH]c3c(=O)n(CCc4cnc[nH]4)cnc3c2c1	.	-1.2%
CCN(CC)c1nc(N2CCOCC2)c(C#N)c2c1CN(C)CC2	.	-5.6%
CN(CCC#N)C(=S)NC(=O)c1ccc(S(=O)(=O)N2CCOCC2)cc1	-13	3.7%
O=C(CCC(=O)NC1CCN(Cc2ccccc2)CC1)NCc1ccco1	-3	-2.3%
COc1ccc2c(c1)c1ncn(CC3CCCO3)c(=O)c1n2C (stereo unspecified)	4	8.1%
CSc1ccccc1C(=O)N1CCCCC1	4	-1.6%
CCNc1ccc(C(=O)OCC(=O)NCc2ccc(C)cc2)cc1[N+](=O)[O-]	-8	5.7%
Cn1c(SCC(=O)NC2CC2)nnc1C(F)(F)F	3	3.2%
O=C(Nc1ccccc1F)C1(c2ccccc2)CC1(Cl)Cl (stereo unspecified)	-7	4.5%
N#Cc1cccc(C#N)c1Oc1ccc(N)cc1	-4	2.6%
Cc1nc2sccn2c1-c1nc(-c2cc3ccccc3o2)cs1	-12	.
CC(=O)N1CCN(C(=O)Nc2cccc(C(F)(F)F)c2)CC1	-4	-7.6%
Cc1cccc(NC(=S)N2CCN(c3ccccc3)CC2)c1	5	10%

Next section:
smiles	RmlCD inh 1536	GlmU inhibition
CN(C)S(=O)(=O)c1cccc(NC(=O)c2ccc(Sc3nncn3C)c([N+](=O)[O-])c2)c1	.	-4.5%
O=C(c1ccc(Br)o1)N(c1ccc(Br)cc1)C1C=CS(=O)(=O)C1 (stereo unspecified)	-9	5.7%
CCOc1ccc(-c2[nH]ncc2Oc2ccccc2OC)c(O)c1	23	3.5%
CCOC(=O)C1C(C)=C(Nc2ccc(OC)cc2)C(=O)N1c1ccc(OC)cc1 (stereo unspecified)	-9	-3.1%
Cc1cc(OCC(=O)C(C)(C)C)c2c(C)c(C)c(=O)oc2c1	7	1.3%
COCCNC(=O)C1(C)C=CC2(CCCCC2)N1C(=O)c1ccccc1 (stereo unspecified)	.	0.9%
Cc1cccc(C2c3[nH]c4ccccc4c3CCN2C(=O)c2cc(CC(C)C)[nH]c(=O)n2)n1 (stereo unspecified)	-1	-3.4%
O=C(O)CC(NNC(=O)c1ccccc1)C(=O)Nc1ccc([N+](=O)[O-])cc1 (stereo unspecified)	-7	-0.9%
COc1cc(C(=O)NC(=S)N(CCc2ccccc2)CCc2ccccc2)cc(OC)c1OC	.	-3.2%
CN1N=C2c3ccccc3CCC2C1c1ccc(C(F)(F)F)cc1 (stereo unspecified)	-16	4.5%
Cc1occc1C(=O)N/N=C/C(Br)=C/c1ccccc1	-13	-2.9%
CCN1CCCC1CNCc1ccccc1OCc1ccc(F)cc1 (stereo unspecified)	.	1.9%
O=C(c1ccco1)N1CCN(c2nc3ccccc3c(=O)n2-c2ccccc2)CC1	-5	0.6%
Cc1cccc(Cn2c(SCC(=O)Nc3ccccc3)nc3c2c(=O)[nH]c(=O)n3C)c1	-11	4.2%
Cc1cccnc1NC(=O)C1COc2ccccc2O1 (stereo unspecified)	-6	3.9%
O=c1n(-c2ccccc2)c(=O)n2n1CCCC2	15	-0.4%
c1ccc2c(CSc3ncnc4nc[nH]c34)cccc2c1	3	2.6%
CCCCN1C(=O)C(=O)NC[C@@H]1C(C)CC (stereo partly specified)	.	0.1%
COc1ccc(/C=C/C(=O)NNc2c(F)c(F)cc(F)c2F)cc1OC	.	1.1%
N#CCC(=O)N1CCN(C=O)CC1	8	-2.0%

Single values from the results shown.
O=C(c1ccc(Br)o1)N(c1ccc(Br)cc1)C1C=CS(=O)(=O)C1 (stereo unspecified) – GlmU inhibition = 5.7%
CCCCN1C(=O)C(=O)NC[C@@H]1C(C)CC (stereo partly specified) – GlmU inhibition = 0.1%
COc1ccc(/C=C/C(=O)NNc2c(F)c(F)cc(F)c2F)cc1OC – GlmU inhibition = 1.1%
CCOc1ccc(-c2[nH]ncc2Oc2ccccc2OC)c(O)c1 – GlmU inhibition = 3.5%
O=C(O)CC(NNC(=O)c1ccccc1)C(=O)Nc1ccc([N+](=O)[O-])cc1 (stereo unspecified) – GlmU inhibition = -0.9%
Cc1occc1C(=O)N/N=C/C(Br)=C/c1ccccc1 – GlmU inhibition = -2.9%

Continuation:
smiles	RmlCD inh 1536	GlmU inhibition
CCCCC(=O)Nc1cccc(NC(=O)CC)c1	.	0.3%
COc1ccccc1-c1nc2n(n1)C(c1ccc(Cl)cc1)C(C(N)=O)=C(C)N2 (stereo unspecified)	.	-3.5%
CC(=O)Nc1ccc2c(c1)C(=O)N(c1ccc(C)cc1)C2=O	.	-6.0%
CN(C)c1nc(NCc2ccccc2)nc(SCC(=O)Nc2ccccc2Cl)n1	-5	7.0%
CC(NC(=O)Nc1cccc([N+](=O)[O-])c1)(C(F)(F)F)C(F)(F)F	-4	2.4%
COc1ccc(C(=O)COC(=O)CNS(=O)(=O)c2ccc(C)cc2)cc1	109	-2.9%
COc1ccc(N2C(=O)C(CC(=O)Nc3ccc(Cl)cc3)N(NC(=O)c3cccc(F)c3)C2=S)cc1 (stereo unspecified)	.	1.3%
CCOC(=O)C1=C(C)OC(N)=C(C#N)C1C1CCCCC1 (stereo unspecified)	14	5.0%
N#Cc1ccccc1NC(=O)Nc1cccc(Cl)c1	-7	-3.3%
COc1ccc(CNCCc2ccccc2)cc1OCC(N)=O	22	3.7%
O=C(CNC(=O)c1ccccc1F)OCC(=O)N1CCCCC1	5	-2.4%
COc1ccc(CCNc2oc(-c3ccc(C)cc3)nc2C#N)cc1OC	13	3.2%
CN(CC(=O)NCc1cccs1)S(=O)(=O)c1cccc2cccnc12	-5	-5.5%
CC1(C)CC(=O)C(C=NCCN2CCN(C(=O)CC3CCCC3)CC2)=C(O)C1	0	0.2%
O=C(NCC1CCCO1)c1ccc2c(=O)n(Cc3ccco3)c(SCC(=O)N3CCCC3)nc2c1 (stereo unspecified)	4	0.5%
C/C(=N\NC(=O)C(N)=O)c1cccc(C(F)(F)F)c1	13	4.0%
COc1ccc(C2/C=C\CN(S(=O)(=O)/C=C/c3ccccc3)[C@H](Cc3ccccc3)C(=O)N2Cc2ccc(F)cc2)cc1 (stereo partly specified)	.	3.1%
CCN(CC)CCOC(=O)c1ccc([N+](=O)[O-])cc1	3	2.5%
O=C(N1CCCCC1)C12CC3CC(C1)CC(C(=O)N1CCCCC1)(C3)C2	.	-0.2%
COC(=O)c1nc(NC(=O)c2ccc(Br)cc2)n[nH]1	12	-4.3%

Complete entries, quoted from the list:
CN(CC(=O)NCc1cccs1)S(=O)(=O)c1cccc2cccnc12 is entered as RmlCD inh 1536 = -5; GlmU inhibition = -5.5%
COc1ccc(/C=C/C(=O)NNc2c(F)c(F)cc(F)c2F)cc1OC is entered as RmlCD inh 1536 = .; GlmU inhibition = 1.1%

Carrying on:
smiles	RmlCD inh 1536	GlmU inhibition
O=C(c1ccc2c(c1)C(=O)N(CCCO)C2=O)c1ccc2c(c1)C(=O)N(CCCO)C2=O	-6	-0.5%
CCCC(C)NC(=O)COc1ccc(S(=O)(=O)c2ccc(OCC(=O)NC(C)CCC)cc2)cc1 (stereo unspecified)	-18	0.0%
Cc1cc(N/N=C/c2cccc(Br)c2)nc2ccccc12	3	8.2%
CCCc1nc(SCC(=O)Nc2ccccc2)c2c(=O)n(C)c(=O)n(C)c2n1	3	1.3%
O=c1c2ccccc2nc(CN2CCCCCC2)n1-c1ccc(F)cc1	-5	1.0%
C=CCC1(C#N)C(SC)=NC2=C(C(=O)CC(C)(C)C2)C1c1ccc(Br)cc1 (stereo unspecified)	10	-2.7%
Cc1cccc(/C=N/NC(=O)c2cc(-c3cccnc3)nc3ccccc23)c1	4	-1.7%
O=C(CN1CCCCC1)N/N=C/c1cc2ccccc2nc1Cl	1	1.7%
COc1ccc(CCNC(=O)CSc2nnc3ccc(-c4cccnc4)nn23)cc1OC	-3	-1.1%
CCc1ccc(NC(=O)CN2CCc3ccccc3C2)cc1	.	-0.3%
CCOC(=O)C(C(=O)NCC1CCCO1)C1CCCCC1 (stereo unspecified)	.	-4.2%
Cc1cccc(CC2S/C(=N/c3cccc(C)n3)NC2=O)c1 (stereo unspecified)	.	5.3%
COc1ccccc1NC(=O)c1ccc(COc2ccccc2OC)o1	14	-6.0%
O=[N+]([O-])c1cccc(S(=O)(=O)NCC2CCCO2)c1 (stereo unspecified)	-13	2.4%
O=C1CN(C(=O)COc2ccccc2)CCN1	.	5.0%
O=C(COC(=O)Cc1ccc(Cl)cc1Cl)NCCC1=CCCCC1	5	1.3%
O=C(Nc1cccc(C(F)(F)F)c1)C(Sc1cccc[n+]1[O-])c1ccccc1 (stereo unspecified)	.	-5.6%
C=CCN(CC=C)C(=O)CCc1nnc(CCc2c[nH]c3ccccc23)o1	7	-0.8%
Cc1[nH]c2ccccc2c1C(O)CN1CCN(c2cccc(C(F)(F)F)c2)CC1 (stereo unspecified)	.	0.0%
O=C(CSc1nc2ccccc2c(=O)[nH]1)Nc1ccccc1N1CCOCC1	-8	-4.1%

(listing goes on)
smiles	RmlCD inh 1536	GlmU inhibition
Cc1onc(-c2ccccc2)c1C(=O)NCc1ccccn1	-2	-0.9%
CCC(=O)N1CCN(c2cc(NCC3CCCO3)c(F)cc2[N+](=O)[O-])CC1 (stereo unspecified)	1	1.4%
CNC(=O)c1cccc(N2CCCC2=O)c1	4	-1.8%
Cn1c(=O)c2c(ncn2CC(=O)NCc2cccnc2)n(C)c1=O	.	1.0%
COc1ccc(CCNS(=O)(=O)c2ccccc2)cc1OC	8	-3.8%
N#CC(=C=[N-])c1nc2ccccc2nc1-[n+]1cccc(NC(=O)c2ccc(F)cc2)c1	13	-2.4%
CC(=O)c1cccc(NC(=O)N2CCCC2C(=O)NCCc2ccccc2)c1 (stereo unspecified)	.	5.6%
CCCCCCOC(=O)NCC(O)c1ccccc1 (stereo unspecified)	.	-1.4%
CCOC(=O)c1c(C)n(Cc2ccccc2)c2ccc(OCC(O)CN3C(=O)CNC3=O)cc12 (stereo unspecified)	2	1.1%
CCOc1ccc(S(=O)(=O)Nc2ccc(Cl)cn2)c(C)c1C	12	7.2%
O=C1N=c2ccccc2=C/C1=C\c1c(O)[nH]c(=S)[nH]c1=O	18	-1.4%
CNS(=O)(=O)c1cccc(C(=O)OCC(=O)Nc2ccc(Cl)cn2)c1	.	5.5%
Cc1ccc2cccc(OCc3nnc(SCC(=O)O)n3C)c2n1	24	1.6%
O=C(NCc1cccnc1)[C@@H]1CC=C[C@@H]2CCN(Cc3ccc(Cl)c(Cl)c3)C(=O)[C@@H]21	.	-2.7%
O=C(NCCSCc1ccccc1)c1ccccc1	-3	-6.0%
O=C(/C=C/Nc1ccccc1O)c1ccco1	-14	-3.7%
O=C(COc1ccccc1)N1CCN(C(=O)c2cccc(F)c2)CC1	-14	-2.9%
CCCN(CCC)C1CC(=O)N(Cc2ccccc2)C1=O (stereo unspecified)	.	-2.9%
COC(=O)c1cc(NC(=O)C2C3C=CC(C3)C2C(=O)O)cc(C(=O)OC)c1 (stereo unspecified)	-4	3.6%
CCOC(=O)c1cnc(SCC(=O)c2ccc(C)cc2)nc1N	.	-2.8%

Continued, starting with the last two of the part before.
smiles	RmlCD inh 1536	GlmU inhibition
COC(=O)c1cc(NC(=O)C2C3C=CC(C3)C2C(=O)O)cc(C(=O)OC)c1 (stereo unspecified)	-4	3.6%
CCOC(=O)c1cnc(SCC(=O)c2ccc(C)cc2)nc1N	.	-2.8%
CC(C)CN(CC(C)C)S(=O)(=O)N1CCC(C(=O)NCc2ccc(F)cc2)CC1	7	-3.8%
Cc1ccccc1NS(=O)(=O)c1ccc(C)c(C(N)=O)c1	3	-1.4%
COc1ccc(CCn2c(N3CCOCC3)nc3c2c(=O)[nH]c(=O)n3C)cc1	-10	1.8%
CCOc1ccccc1NC(=O)CN(C)S(=O)(=O)c1cnc[nH]1	6	.
O=C(N=C1N=C2C=CC=CN2Cc2ccccc21)c1ccc(S(=O)(=O)N2CCOCC2)cc1	2	3.6%
CCc1cccc(CC)c1NC(=O)c1cc(CN2C(=O)c3ccccc3C2=O)ccc1OC	8	1.9%
COc1c(C)cc(C(=O)C2CCCN(C3CCOCC3)C2)cc1C (stereo unspecified)	.	-1.4%
COc1ccccc1OCCC(=O)OCC(=O)c1[nH]c(C)c(C(C)=O)c1C	6	-3.0%
CCOC(=O)CON1C(=O)C(=O)N(OCC(=O)OCC)C2CCCCC21 (stereo unspecified)	6	1.8%
CCOc1cc(/C=C/C(=O)Nc2ccc(C(=O)NCCN(CC)CC)cc2)ccc1OCC(C)C	7	-7.4%
O=C(NCCC1=CCCCC1)C1CCC(CNc2c(N3CCCCC3)c(=O)c2=O)CC1 (stereo unspecified)	29	-0.4%
CC1/C(=N/O)CC(c2ccco2)NC1c1ccco1 (stereo unspecified)	.	3.6%
CC(C)[C@H](NC(=O)c1ccco1)C(=O)NC12CC3CC(CC(C3)C1)C2	29	0.4%
